Hep lipid drop = hepatic lipid droplet formation modulation. AML12 mouse hepatocytes, oleate lipid droplets, BODIPY imaging. inhibition, % at 6.5 µM. actives 0.4% (n = 240,000). AID 1656;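 active means lipid droplet intensity inhibited by at least 50%, with more than 500 cells counted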
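System: AML12 hepatocytes (mouse). Probe or stimulus: oleic acid at 100 µM to induce lipid droplet formation. Times: overnight treatment with compound plus oleate. Detection: Image-based BODIPY and DAPI two-channel analysis. Evaluation: percent inhibition of filter-corrected integrated lipid droplet intensity per well.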
Dynein transport = dynein cargo transport inhibition; 3617.4 mouse cells, GR-EGFP nuclear translocation imaging; test concentration mostly 20 µM; stimulated with dexamethasone, 1 µM; stronger effect = lower value; z-score, hits read low; actives 0.47% (n = 220,000); AID 1381;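 active means plate z-score of nuclear minus cytoplasmic receptor signal below a set negative limit, without overly bright fluorescence or cell loss, cut at about -3.5 in these data, passing the limit was not always enough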;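 further: z-score of nuclear minus cytoplasmic ring GR-EGFP intensity difference per well; some compounds called inactive have numbers as strong as hits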
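Buffer or medium: tet-free, stripped-serum medium; reagent: dexamethasone at 1.0 µM final, 30 min; incubation: 48 h induction, 1 h compound, 30 min dex at 37 °C; measured by: formaldehyde fixation, Hoechst nuclear stain, 10x automated fluorescence imaging; read-out: nuclear-to-cytoplasmic GR-EGFP distribution per well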
P. falciparum M1AAP = P. falciparum M1AAP inhibitors, biochemical, fluorogenic H-Leu-NHMec substrate, 1536-well (AID 1445) | recombinant M1AAP, H-Leu-NHMec fluorogenic kinetic assay; higher % means a stronger effect | one-dose inhibition, % at 30 µM; IC50 in µM for titrated hits | actives 0.42% (n = 220,000);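 active means primary inhibition above the hit cutoff, then over 50% inhibition at one or more dose response concentrations, cut at about 23% in these data, passing the limit was not always enough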;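 further: plate controls were DMSO full reaction for no effect and no enzyme background for full effect; strong numbers were not always called active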
Yfh1-depleted yeast = enhancers of respiration in Yfh1-depleted yeast, dose response, Friedreich's ataxia, plus single-dose screen (AID 1465); S. cerevisiae Yfh1-off respiration, WST-1 reduction, 72 h; higher fold induction means a stronger effect; fold induction at 50 µM, or EC50 in µM where a hit was titrated; actives 0.074% (n = 220,000);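 active means fold induction of absorbance versus untreated yeast above a set limit, then at least 30% activation at any dose in follow-up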;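 further: activators that raise dye reduction in frataxin-depleted yeast; strong numbers were not always called active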
Ins promoter up = MIN6 insulin promoter up-regulation | MIN6 insulin promoter-GFP reporter, high-content imaging; stronger effect = higher value | z-score at 5 µM | actives 0.3% (n = 190,000);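 active means z-score above 3 at 5 µM with at least 500 cells counted in the well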
MT stabilizer = microtubule stabilization, imaging screen; HeLa tubulin immunostaining HCS, 24 h; share of cells brighter than vehicle mean+2SD; % tubulin-high responders, % at 10 µM; actives 0.83% (n = 200,000); AID 2205;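 active means plate Z-score above 3 for both tubulin-high and condensed-nucleus cell shares, with cell loss under 80%, at 10 µM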;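 further: anti alpha tubulin signal scored within the nucleus-defined area of each cell; some results filed as inactive read as strong as hits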
CSM14.1 death rescue = protection against thapsigargin-triggered cell killing – 384-well, CSM14.1, ATP luminescence, primary screen (AID 1222); CSM14.1 thapsigargin-induced death rescue, ATP luminescence; higher % means a stronger effect; cellular ATP content (survival), % at 20 µM, or EC50 in µM where a hit was titrated; 190,000 tested, under 10 active;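 active means EC50 below 50 µM in the dose-response confirmation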;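 further: death triggered by thapsigargin at about 15 µM added after 2 h compound pretreatment; cell ATP read after overnight thapsigargin exposure of roughly 18 to 22 hours; normalized against plate controls of thapsigargin alone and 5% DMSO vehicle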
Autophagy mod = alters autophagy in cells; calls only at 10 µM (by protocol); actives 0.98% (n = 190,000); MEF GFP-LC3 puncta imaging; test concentration mostly 10 µM;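 active means percentage of spot-positive cells more than 3 SD above its plate mean, without a fluorescence outlier flag or 80% toxicity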;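 further: spot-positive cell cutoff set from DMSO-treated cells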
M17LAP inhibition = P. falciparum M17LAP inhibitors, primary screen, biochemical, fluorogenic H-Leu-NHMec substrate, 1536-well (AID 1619) | inhibition, % at 30 µM; hits with a dose series show IC50 in µM | recombinant M17LAP, H-Leu-NHMec fluorogenic kinetic assay; higher % means a stronger effect | actives 0.38% (n = 220,000);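 active means compound inhibiting the enzyme by more than half at any dose during confirmatory dose-response retesting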;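 further: plate controls were full reaction with DMSO carrier for no effect and no enzyme background for full effect; strong numbers were not always called active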
Dynein transport cytoplasmic EGFP = further read-out of Dynein transport, marked with its call; z-score; measured here: cytoplasmic GR-EGFP intensity; stronger effect = higher value
Dynein transport nuclear GR-EGFP = also measured in Dynein transport; calls as there; z-score; measured here: nuclear GR-EGFP intensity;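 lower value marks the stronger effect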
Dynein transport cell count = also measured in Dynein transport; calls as there; z-score; measured here: cell count per field
Ins promoter up cell count = second read-out of Ins promoter up, no call of its own (marks repeat the call); cell count; measured here: cytotoxicity, nuclei count;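 total cells summed across four imaged fields per well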
Hep lipid drop cells 6.5 µM = further read-out of Hep lipid drop, marked with its call; cell count; measured here: cell count, cytotoxicity flag;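 cells counted across two imaged fields per well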
MT stabilizer Hoechst-high % = also measured in MT stabilizer; calls as there; % Hoechst-high responders; measured here: nuclear condensation Hoechst responders;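 share of cells brighter than vehicle mean plus two SD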
MT stabilizer cytotoxicity % = further read-out of MT stabilizer, marked with its call; toxicity, %; measured here: cytotoxicity by cell density;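 0% = mean cell density of plate MIN control wells and 100% = no cells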
Autophagy mod cell loss 18 h = further read-out of Autophagy mod, marked with its call; toxicity, %; measured here: cell loss, nuclei count;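 cell loss after 18 h compound exposure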
Active calls of the source: *; i = inactive; · = no result given.

SMILES	Hep lipid drop	Hep lipid drop cells 6.5 µM	Dynein transport	Dynein transport cytoplasmic EGFP	Dynein transport nuclear GR-EGFP	Dynein transport cell count	P. falciparum M1AAP	Yfh1-depleted yeast	Ins promoter up	Ins promoter up cell count	MT stabilizer	MT stabilizer Hoechst-high %	MT stabilizer cytotoxicity %	CSM14.1 death rescue	Autophagy mod	Autophagy mod cell loss 18 h	M17LAP inhibition
Cn1c(=O)c2ncn(CC(=O)Nc3ccc4c5c(cccc35)CC4)c2n(C)c1=O	-22	658	-1	1.5	-0.16	0.52	13%	i	0.36	1275	3.4	2.8	7.1	·	i	40	4%
N#CCCN(C(=O)CSc1ccc2c(c1)OCCO2)c1ccc(F)cc1	-17	760	-1.2	-0.22	-0.74	0.95	-4%	i	·	·	2.1	2.1	4.8	1.0%	i	0	16%
Cc1ccc(CNC(=O)Cn2cccc2C(=O)c2ccccc2)cc1	-1	650	0.081	-0.23	0.3	0.41	-2%	i	-0.84	1864	2.7	1.3	6.7	-0.1%	i	35	1%
Nc1nc(-c2ccc3ccccc3c2)cs1	18	661	0.38	-0.23	-0.061	0.55	2%	i	·	·	3.2	0.7	0.1	-3.2%	i	-2	7%
Cc1cc(NC(=O)CSc2nc3ccccc3c(=O)n2Cc2ccccc2)no1	·	·	-0.89	0.0092	-0.27	0.69	8%	i	-0.07	1464	3.9	2.3	7.5	-0.3%	i	16	3%
CC(C(=O)NN=C(c1ccccc1)c1ccccc1)N1CCOCC1 (centres undefined)	4	712	-0.22	-0.28	-0.12	-0.027	-3%	i	0.03	1453	0.7	1.6	8.6	0.5%	i	19	-1%
Nc1nc(F)cc(N2CCCCCC2)n1	13	739	-0.97	-0.17	-0.7	-0.29	-5%	i	-0.39	1311	2.6	2.6	9.2	-1.1%	i	7	12%
Cc1ccc(S(=O)(=O)NC2OC(=O)C(Cl)=C2Cl)cc1 (centres undefined)	4	761	-3.6*	0.57*	-1.3*	0.26*	-1%	i	-0.4	1324	3.0	2.0	1.9	1.0%	i	-28	-10%
Cc1cc(C)nc(N2CCC(C(=O)Nc3ccc4c(c3)OCO4)CC2)n1	·	·	1.3	-0.097	0.73	-0.39	4%	i	-0.38	1301	2.4	2.0	4.3	-1.1%	i	6	11%
CCCCC(CC)C(=O)Nc1ccccc1C(=O)NC(C)C (centres undefined)	2	722	-0.16	-0.17	0.11	-0.48	-3%	i	0.05	1238	3.2	1.2	0.7	0.5%	i	5	1%
CC(C)Oc1ccc(Cn2c(=O)sc3ccccc32)cc1	20	777	0.4	-0.27	-0.085	-0.16	6%	i	·	·	5.6	3.8	4.2	0.9%	i	1	7%
COc1ccc(Cc2nnc(NC(=O)C3CCCO3)s2)cc1OC (centres undefined)	10	649	-0.87	-0.02	-0.67	0.52	2%	i	-0.15	1612	2.8	1.0	1.8	-1.6%	i	-1	6%
O=C(Cc1cccs1)Nc1nc(-c2cccnc2)cs1	-6	727	-0.93	-0.18	-0.5	0.72	3%	i	-0.05	1452	·	·	·	·	·	·	0%
CCN(CC)CCNC(=O)C(=O)NCC1OCCN1S(=O)(=O)c1ccc([N+](=O)[O-])cc1 (centres undefined)	0	692	-0.1	-0.34	-0.39	0.69	4%	i	0.16	1140	3.3	2.6	11	-0.3%	i	10	0%
CC(=O)Nc1ccc2c(c1)nc(CCN1CCOCC1)n2C	·	·	-1.3	-0.27	-0.39	0.49	10%	i	-0.15	1503	1.5	1.2	18	-2.2%	i	11	2%
O=C(Nc1cc(S(=O)(=O)N2CCOCC2)ccc1N1CCCC1)C1COc2ccccc2O1 (centres undefined)	-24	712	-0.16	-0.28	-0.064	0.37	7%	i	0.95	971	·	·	·	·	·	·	1%
Cc1cc(N2C(=O)C3C4C=CC(C4)C3C2=O)ccc1NC(=O)c1cccs1 (centres undefined)	14	722	1.5	-0.25	0.86	-1.3	17%	i	0.71	1313	2.5	3.5	14	-1.3%	i	-12	1%
Cc1ccccc1Nc1nc(NCc2ccco2)c2ccccc2n1	0	711	1.2	-0.15	0.78	-0.02	7%	i	·	·	3.4	2.6	3.4	-0.2%	i	-19	-1%
CCOC(=O)C1=C(Nc2ccccc2)CC(C)(O)C(C(=O)OCC)C1c1ccccc1 (centres undefined)	1	685	-0.33	-0.24	-0.26	1.3	2%	i	0.24	1301	3.3	2.1	9.3	-1.1%	i	4	-9%
COC(=O)COc1c(Cl)cc(Cl)c2ccc(C)nc12	17	696	-0.15	-0.27	-0.075	0.54	1%	i	0.41	1203	2.6	1.1	0.5	-1.4%	i	-35	4%
COC(=O)c1cn(CC(=O)NC2CCCCC2)c2ccccc12	·	·	1.3	-0.19	1.5	-1.1	5%	i	0.6	1268	2.1	1.4	7.6	-1.4%	i	8	-2%
Cc1ccc(N2C(N)=C(C#N)C(c3cc(CN4CCOCC4)cs3)C3=C2CC(C)(C)CC3=O)cc1 (centres undefined)	75*	673*	-0.66	-0.23	0.33	0.28	5%	i	-0.42	1189	3.9	1.9	6.4	-1.6%	i	16	9%
CO/N=C/c1ccc(N2CCN(C(=O)c3ccc(F)cc3)CC2)c([N+](=O)[O-])c1	-11	679	-0.25	-0.15	0.23	0.18	0%	i	-5.7	512	1.5	1.4	9.3	1.2%	i	5	-5%
COc1cccc(NC(=S)N2CCCC2)c1	-43	598	0.83	-0.27	0.47	0.55	1%	i	0.51	1245	3.7	1.9	7.2	-2.7%	i	-10	3%
CC(=O)Nc1ccc2nc(-c3ccncc3)[nH]c2c1	5	806	0.48	-0.25	0.34	0.32	10%	i	0.66	804	2.4	1.6	7.6	-2.4%	i	2	-15%
COc1cccc(CNC(=O)Cn2cc3c(n2)CCCC3)c1	-24	704	-0.73	-0.049	-0.045	-1.9	-3%	i	-1.6	1594	4.4	2.5	7.2	·	i	10	-3%
O=C1/C(=C\c2cccnc2)SC(=S)N1C1CCS(=O)(=O)C1 (centres undefined)	·	·	-0.71	-0.084	-0.68	-0.22	7%	i	·	·	1.3	1.9	4.9	-9.0%	i	30	0%
CCOC(=O)CC(=O)CSc1nc(N)c(C#N)c(-c2ccc(F)cc2)c1C#N	·	·	3.2	0.52	3.1	-1.9	6%	i	0.66	1123	3.3	3.2	9.1	0.3%	i	8	0%
O=C(Cn1nc(-c2ccccc2)ccc1=O)Nc1ccc(NC(=O)c2ccccn2)cc1	-2	698	0.14	-0.32	-0.18	0.59	2%	i	-0.72	1715	5.2	1.4	7.4	-1.2%	i	4	1%
O=C(c1ccccc1Cl)N1N=C(c2ccc(Br)cc2)CC1c1nc2ccccc2[nH]1 (centres undefined)	·	·	0.54	-0.21	-0.54	0.45	10%	i	·	·	3.6	2.4	5.9	4.3%	i	6	-3%
COc1cccc(OC)c1C(=O)Nc1ccc(Cc2ccncc2)cc1	6	526	-0.21	-0.26	0.017	0.62	0%	i	0.01	1468	3.6	2.0	1.1	-1.9%	i	15	6%
COc1ccc(NS(=O)(=O)c2cc(C(=O)O)ccc2C)cc1	·	·	0.25	-0.33	0.36	-0.28	7%	i	0.85	1028	4.0	2.6	6.6	-1.4%	i	0	-14%
CNC(=O)COC(=O)c1c2c(nc3ccccc13)CCC2	18	714	-0.0027	-0.21	-0.041	0.12	2%	i	-0.12	1405	·	·	·	·	·	·	-1%
CC(C)C[C@H](NC(=O)NCc1ccc(F)cc1)C(=O)O	20	729	-0.39	-0.27	-0.59	0.82	0%	i	0.16	1531	·	·	·	·	·	·	-8%
O=C(CCN1CCCCC1)NCC1OCCc2ccccc21 (centres undefined)	6	758	-1	0.35	-0.37	-0.32	1%	i	0.09	1308	2.1	1.7	7.7	0.5%	i	-2	4%
O=[N+]([O-])c1ccc2[nH]c(O)c(N=NC3CS(=O)(=O)CC3O)c2c1 (centres undefined)	13	769	-0.89	-0.26	-0.41	0.12	10%	i	-0.51	1168	·	·	·	·	·	·	24%
N#Cc1c(SCC(N)=O)nsc1SCc1ccccc1Cl	·	·	0.17	-0.37	0.2	0.54	-2%	i	0.2	1622	7.9	1.7	4.4	7.9%	i	17	3%
CCOc1ccc(-c2[nH]ncc2Oc2ccccc2OCC)c(O)c1	·	·	-0.79	-0.42	-0.76	0.83	8%	i	-1.4	1159	8.0	2.9	4.5	-2.3%	i	10	-5%
O=C(C1CCC1)N1CCC(c2nc3c(nnn3Cc3c(F)cccc3Cl)c(=O)[nH]2)CC1	·	·	-0.74	-0.21	-0.31	0.33	1%	·	-0.48	1283	2.8	1.2	7.5	-1.1%	i	7	-6%
Cc1n[nH]c(=S)n1/N=C/c1ccc(OCc2ccc(Cl)cc2Cl)cc1	4	681	-0.091	-0.11	0.13	0.062	13%	i	0.15	1206	3.4	2.7	0.1	-0.7%	i	-2	-12%

Screening results: PubChem, several laboratories
